Screening data as filed in PubChem.
uPA generation: qHTS for Inhibitors of Cell Surface uPA Generation; cell surface uPA generation assay, qHTS; Potency, µM (highest dose often 38.3 µM), for inactives: at the top dose activity change, negative = inhibition, usual class: inhibitors; hit rate 0.31% among 330,000; AID 540303, 2011; active = well fitted inhibition curve with a large enough effect; inconclusive = small, poorly fitted or top-dose-only effect; inactive = no such curve, though single readings can be large or run the other way; tested in mouse RAW 264.7 cells; also: potency is read from the fitted curve at half-maximal effect; nearly all actives have a fitted effect of over 55% in size
FBPA coupling cs: qHTS Assay for Inhibitors of Fructose-1,6-bisphosphate Aldolase from Giardia Lamblia: Coupling assay counterscreen | activity change, negative = inhibition, % at 58.2 µM, hits read low | hit rate 0.67% among 290,000 | coupling enzyme system counterscreen, AmpLite Red fluorescence; in the data active = activity change below about -30%
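Counterscreen lacking aldolase: glyceraldehyde-3-phosphate coupling-enzyme reagent preincubated 10 min at RT with compound (at 57.5 uM final), then substrate/coupling system with AmpLite Red added; fluorescence read at 525/598 nm after 20 min RT.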
PKM2 act: qHTS Assay for Activators of Human Muscle isoform 2 Pyruvate Kinase. Pyruvate kinase PKM (Homo sapiens), P14618. purified PKM2, Kinase-Glo ATP luminescence, activation; response scale: 0% is enzyme alone, no compound. Potency, µM (titrated, usually from 57.5 µM), without a hit: at the top dose activation, actives largely listed as activators. hit rate 0.34% among 260,000; also: potency is read from the fitted curve at half-maximal effect; nearly all actives have a fitted effect of over 55% in size
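Purified hPK-M2 (>95%) run at intermediate activity with 0.1 mM ADP and 0.5 mM PEP in 50 mM imidazole pH 7.2, KCl, MgCl2; 1 h room temperature. ATP formed read by Kinase-Glo luminescence; normalized to uninhibited and no-enzyme controls.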
GALK inh: qHTS Assay for Inhibitors of Human Galactokinase (GALK) | P51570 | Purified GALK, Kinase-Glo residual ATP luminescence | Potency, µM (titrated, usually from 57.5 µM), without a hit: at the highest dose activity change, negative = inhibition, most hits filed as inhibitors | hit rate 0.007% among 270,000 | AID 1868, 2009; also: potency is read from the fitted curve at half-maximal effect
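Human GALK (5 nM) with 35 uM ATP and 100 uM galactose in 20 mM HEPES pH 8.0, 5 mM MgCl2, 60 mM NaCl, 1 mM DTT, 0.01% BSA. After 1 h at room temperature, leftover ATP was read by Kinase-Glo Plus luminescence.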
B2AR arrestin: qHTS assay of beta-arrestin-biased ligands of beta2-adrenergic receptor | hit rate 0.02% among 330,000 | AID 492947, 2010 | Beta-2 adrenergic receptor (Homo sapiens), P07550 | Potency, µM (highest dose often 46.1 µM), for the others: at the top dose activation, most hits filed as activators | beta-arrestin recruitment to beta2AR, cell-based reporter;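 also: potency is read from the fitted curve at half-maximal effect; 0% = DMSO controls and full agonism = EC100 isoproterenol or metaproterenol; nearly all actives have a fitted effect of over 65% in size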
Giardia kill: Small Molecules that selectively kill Giardia lamblia: qHTS; Giardia lamblia trophozoite viability; activity change, % at 7.66 µM, hits read low; hit rate 0.15% among 340,000; AID 540267, 2011; in the data active = activity change below about -80%; inconclusive = between about -30% and that limit;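 also: parasites exposed to compound for two days anaerobically before the ATP read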
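Anaerobic 48 hrs incubation at 37 deg C of 100 trophozoites/well with test compounds; ATPLite 1-Step luminescence, 15-30 min RT, reports cellular ATP as viability.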
KCNH2 3.1 block: qHTS for Inhibitors of KCHN2 3.1: Mutant qHTS; Potassium voltage-gated channel subfamily H member 2, brain isoform KCNH2 3.1 (human); U2OS KCNH2 3.1, thallium flux FluxOr; stronger effect = lower value; activity change, % (tested at about 1.8 µM); hit rate 0.95% among 340,000;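 active = maximum activity change below -70%; inconclusive = maximum activity change from -70% to -50%; inactive = maximum activity change above -50%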;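 also: thallium influx rate constant from kinetic fluorescence after stimulation buffer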
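Kinetic fluorescence (2 min after stimulation buffer) measures Tl+ influx through KCNH2 3.1 expressed by viral transduction in U2OS cells; the rate constant is normalized against DMSO controls serving as positive and negative references.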
BCR signal inh: qHTS Assay to Find Inhibitors of Chronic Active B-Cell Receptor Signaling; ABC-DLBCL IkBa-CBG/CBR reporter, luminescence ratio, 4 h; Potency, µM (top dose mostly 46.1 µM), without a hit: at the highest dose ratio change, negative = lower green/red ratio, actives largely listed as inhibitors; hit rate 0.05% among 340,000; AID 493014, 2011; active = well fitted inhibition curve with a large enough effect in the signal ratio, with a control signal flat, not every such curve was filed as active; inconclusive = small, poorly fitted or top-dose-only effect, or effect the other way, or a change in a side signal; the % refers to the signal ratio;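 also: potency is read from the fitted curve at half-maximal effect; plate controls were basal doxycycline-induced cells for no effect and cells given 10 µM MG132 for full effect; MG132 reads +100%, hits lower the ratio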
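Cell line TMD8 (human ABC DLBCL), stably expressing tet-inducible CBG68-IkBa fusion and CBR; IMDM/0.5% FBS; cpd up to 46 uM; dox induction, 4 h, 37C/5% CO2; dual luminescence; green/red ratio; MG132 control.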
USP2a block: qHTS Assay for Inhibitors of Ubiquitin-specific Protease USP2a Using CHOP2 as the Reporter | hit rate 0.01% among 330,000 | USP2 core, Ub-CHOP2 coupled fluorogenic reporter, 485/531 | Ubiquitin carboxyl-terminal hydrolase 2 (Homo sapiens), O75604 | Potency, µM (highest dose often 38.3 µM), for inactives: at the highest dose activity change, negative = inhibition, actives largely listed as inhibitors;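 also: potency is read from the fitted curve at half-maximal effect; plate controls were DMSO wells for no effect and full inhibition by NEM control for full effect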
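Cell-free coupled assay: 10nM USP2 core preincubated 30min RT with compound in Tris-HCl pH 8.0/CaCl2/CHAPS buffer, then 25nM Ub-CHOP2 and 25nM reporter substrate; fluorescence (Ex 485/Em 531) read after 60min RT, normalized to NEM inhibition, concentration-response curves fitted.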
Eya2 inh: qHTS Assay for Inhibitors of the Phosphatase Activity of Eya2 | Protein phosphatase EYA2 (Homo sapiens), O00167 | Potency, µM (top dose mostly 76.9 µM), for the others: top-dose activity, negative = inhibition, most hits filed as inhibitors | hit rate 0.006% among 330,000 | recombinant Eya2, OMFP fluorescence dephosphorylation (OMFP is methylfluorescein phosphate); also: potency is read from the fitted curve at half-maximal effect
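Eya2 (0.2 uM) preincubated 10 min at ambient with compound, then OMFP substrate added at 50 uM; 10 min reaction in 50 mM HEPES pH 7.5, 50 mM NaCl, 5 uM MgCl2, 0.05% BSA, 1 mM DTT. Fluorescence read at Ex 485/Em 525 nm.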
hERG WT inh: qHTS for Inhibitors of KCHN2 3.1: Wildtype qHTS; U2OS, BacMam KCNH2, thallium flux FluxOr; stronger effect = lower value; Voltage-gated inwardly rectifying potassium channel KCNH2 (Homo sapiens), Q12809; hit rate 0.37% among 340,000; activity change, % at 1.84 µM;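 active = maximum activity change below -70%; inconclusive = maximum activity change between -70% and -50%; inactive = maximum activity change above -50%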
Target sequence (Q12809 whole entry, looked up): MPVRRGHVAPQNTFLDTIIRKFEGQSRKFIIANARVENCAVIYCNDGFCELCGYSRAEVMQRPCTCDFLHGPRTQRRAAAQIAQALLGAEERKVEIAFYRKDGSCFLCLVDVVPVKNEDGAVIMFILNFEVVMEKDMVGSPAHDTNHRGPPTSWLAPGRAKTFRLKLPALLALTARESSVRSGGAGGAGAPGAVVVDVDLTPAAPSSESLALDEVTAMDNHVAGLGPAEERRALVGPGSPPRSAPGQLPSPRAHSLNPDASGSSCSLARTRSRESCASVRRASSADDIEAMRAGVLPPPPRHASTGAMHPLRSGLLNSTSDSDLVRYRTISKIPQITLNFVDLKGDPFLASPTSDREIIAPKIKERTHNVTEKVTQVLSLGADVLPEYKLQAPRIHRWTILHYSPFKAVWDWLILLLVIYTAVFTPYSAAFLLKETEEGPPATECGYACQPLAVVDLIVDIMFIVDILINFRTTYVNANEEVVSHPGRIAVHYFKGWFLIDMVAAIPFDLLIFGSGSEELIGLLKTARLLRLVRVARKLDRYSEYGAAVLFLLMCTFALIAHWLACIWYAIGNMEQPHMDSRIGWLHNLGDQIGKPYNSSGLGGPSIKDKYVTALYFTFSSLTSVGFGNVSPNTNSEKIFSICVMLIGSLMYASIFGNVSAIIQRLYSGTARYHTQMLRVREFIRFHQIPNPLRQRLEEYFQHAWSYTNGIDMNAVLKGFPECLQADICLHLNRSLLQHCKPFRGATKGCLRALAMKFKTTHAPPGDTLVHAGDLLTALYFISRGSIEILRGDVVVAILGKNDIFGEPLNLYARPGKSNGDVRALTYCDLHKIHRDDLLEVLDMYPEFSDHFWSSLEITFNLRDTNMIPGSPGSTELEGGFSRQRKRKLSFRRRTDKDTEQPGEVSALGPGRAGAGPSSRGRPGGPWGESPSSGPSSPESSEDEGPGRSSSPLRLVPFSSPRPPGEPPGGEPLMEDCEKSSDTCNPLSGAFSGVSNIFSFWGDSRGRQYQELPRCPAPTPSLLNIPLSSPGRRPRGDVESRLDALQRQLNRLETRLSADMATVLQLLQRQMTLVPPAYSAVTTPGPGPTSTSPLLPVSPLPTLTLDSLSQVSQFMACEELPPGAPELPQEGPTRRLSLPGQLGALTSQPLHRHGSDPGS
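U2OS cells transduced with wild-type KCNH2 virus are loaded with FluxOr dye for 45 min, and thallium flux is measured in kinetic reads before and after stimulation buffer. Rate constants are normalized to DMSO controls.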
An asterisk follows results filed as active; u = inconclusive; x = no result given; & = joins results of further samples; [ ] = dose if it differs, or a comment. Unless noted, calls follow the shape of the dose curve; as a rule, active = well fitted curve in the direction sought with a large enough effect; inconclusive = small, poorly fitted or top-dose-only effect, or another doubt; inactive = no such curve, though single readings can be large; an effect the other way counts as inactive or inconclusive. Unless noted, % is scaled to controls: 0 for no effect and ±100 for the full control effect.

SMILES | uPA generation | FBPA coupling cs | PKM2 act | GALK inh | B2AR arrestin | Giardia kill | KCNH2 3.1 block | BCR signal inh | USP2a block | Eya2 inh | hERG WT inh
COc1ccc(-c2nnc(N(C)C(=O)C3CCCO3)s2)cc1 (stereo not given) | -11% | 4 | 3% | -1% | -0.9% | -24 | 2 | 8% | 0% | 0% | 10
CCn1cc(/C=C(\NC(=O)c2ccccc2Cl)C(=O)N2CCN(C)CC2)c2ccccc21 | -5% | 3 | 3% | x | -0.8% | -5 | 10 | -1% | -2% | 9% | 1
O=C(O)CSc1nc2c(c(C(F)(F)F)n1)CCCC2 | 1%&-9% | 13&6 | -6%&6% | -1%&10% | 5.5%&0.0% | 21&23 | -4&6 | 7%&11% | 3%&1% | 6%&21% | -14&9
COc1ccc(C(CC(=O)O)NC(=O)c2cc3cc(Br)ccc3oc2=O)cc1OC (stereo not given) | -2% | 1 | -2% | -2% | 0.1% | 14 | -4 | 3% | -5% | u | -3
COc1ccc(N2C(=O)CC(N3CCN(c4cccc(Cl)c4)CC3)C2=O)cc1 (stereo not given) | 9% | -1 | -9%[11.5 µM] | 4% | 0.2% | -7 | 3 | 0% | 1% | -10% | -3
CCCCCCCCCCNC(=O)C(=O)Nc1ccccn1 | 4% | 4 | 0% | 0% | 0.0% | -4 | -8 | u | 1% | 0% | -7
COCC(C)n1c(SCC(=O)N(C)C2CCS(=O)(=O)C2)nc2ccccc2c1=O (stereo not given) | 0% | 2 | u | 13% | 0.1% | -1 | 4 | -4% | 2% | 7% | -17
CCOc1ncccc1C(=O)Nc1cccc(S(=O)(=O)NC2=NCCC2)c1 | -16% | x | x | x | 0.2% | 29 | -5 | u | 3% | 10% | -8
Cc1cccc(C)c1NS(=O)(=O)c1cc2c3c(c1)CC(=O)N3CCC2 | -2% | x | x | -6% | -0.7% | -15 | 5 | 11% | -1% | 5% | 2
Cc1ccc(Cn2ncc3c(N4CCN(c5ccc(C)cc5)CC4)ncnc32)cc1 | 5% | 2 | 4% | 1% | -0.7% | 3 | 2 | 6% | 3% | 12% | 3
CCOC(=O)/C(C#N)=C1/C=C(C)NC(c2ccccc2O)=N1 | -1% | -8 | -10% | -3% | -0.3% | 1 | 5 | u | 5% | -2% | -4
COc1ccc(CNC(=O)C(c2ccccc2F)N(C(=O)c2csnn2)C2CC2)cc1 (stereo not given) | 3% | 1 | -2% | 11% | -0.5% | 0 | -4 | -16% | 3% | 16% | -1
COc1cccc(CN(C)CC(=O)NC(=O)NCc2ccccc2)c1 | 1% | 3 | 0% | 2% | 3.5% | 3 | -13 | -1% | -1% | 5% | 5
CCNc1nc(NCC)n2c(SCC(=O)c3ccccc3Cl)nnc2n1 | -1% | 3 | -4% | 0% | -0.1% | -27 | 3 | -2% | 2% | u | -4
C/C(=N\NC(=O)c1ccccc1F)c1ccccn1 | -12% | -3 | -51% | 1% | -0.7% | -1 | 0 | u | 0% | 0% | 8
CC(C)(C)NC(=O)CSc1nnc(-c2ccccn2)n1-c1ccccc1 | 0% | 0 | -3% | 1% | -0.3% | 14 | -15 | 14% | 2% | -4% | 6
O=S(=O)(/C=C/c1ccccc1)NCCc1ccccn1 | 0% | 0 | -3% | 2% | -0.4% | -7 | 14 | 1% | -1% | -15% | -3
Cc1cc2oc(=O)cc(CN3CCCCC3C)c2cc1C(C)C (stereo not given) | 2% | 3 | x | 3% | 3.3% | 4 | 0 | -9% | -2% | -9% | -4
Nc1ccc(S(=O)(=O)N2CCCC2C(=O)O)cc1 (stereo not given) | -10% | -19 | 15% | 0% | 0.2% | 4 | 0 | 1% | -9% | -18% | 7
Cc1ccc(NC(=O)Cc2nc(CCl)cs2)cc1 | -1% | 0 | 2% | 0% | 9.5% | -11 | -5 | 1% | 1% | -7% | -1
CC(NC(=O)CN1CCN(Cc2cccc(F)c2)CC1)c1ccccc1 (stereo not given) | 4% | 1 | 1% | 3% | -0.8% | -12 | 4 | -1% | 0% | 0% | 0
Fc1cccc(Cl)c1-c1nnc2ccc(C(F)(F)F)cn12 | -2% | 0 | 13% | 2% | 0.2% | 14 | 9 | -7% | 0% | 4% | 8
Cc1ccc(-c2nc3ccccc3c(=O)o2)cc1 | u | 2 | -22% | 3% | 0.3% | 40[activator] | 18 | u | -1% | 5% | -8
Fc1ccc(-c2ccc(CNCc3ccccn3)o2)cc1Cl | 0% | 0 | 4% | 4% | 0.1% | -1 | 6 | u | 0% | -4% | -1
Cc1cc(N/N=C/c2ccccc2)nc(NCc2ccccc2)n1 | -8% | 0 | -6% | x | -0.7% | -7 | -46 | u | -1% | 2% | 1
O=C(O)c1cc(NC(=O)c2cccc(C(=O)Nc3cc(C(=O)O)cc(C(=O)O)c3)c2)cc(C(=O)O)c1 | 2% | 0 | -69% | x | -2.7% | 0 | 1 | u | 4% | 12% | x
CC(C)[C@H](NC(=O)c1ccccc1)C(=O)OCC(=O)N1CCc2ccccc2C1 | x | 4 | -7% | -2% | 0.1% | -3 | 20 | 5% | 0% | 8% | 2
Cc1cc(C)cc(NC(=O)/C(C#N)=C/c2cn(CC(=O)NCc3ccco3)c3ccccc23)c1 | -4% | 0 | -8% | 0% | -0.5% | 19 | -29 | -1% | 1% | 3% | -2
Cc1ccc2c(c1)c(C)c(C)n2CC(O)Cn1nc(C)cc1C (stereo not given) | 5% | -5 | 18% | -1% | 0.5% | 5 | -3 | -1% | 4% | -3% | 1
O=C(Nc1cc(N2CCOCC2)ncn1)NC1(C(F)(F)F)Oc2ccc(Cl)cc2O1 (stereo not given) | x | -2 | 6% | 0% | -0.6% | x | x | u | 0% | 4% | x
CCOC(=O)N1CCC(NC(=O)CN(c2ccc(C(C)C)cc2)S(=O)(=O)c2c(C)nn(C)c2C)CC1 | 0% | -1 | x | -1% | -0.1% | 7 | 21 | 3% | -1% | -9% | -6
CCCN1C2CCCC1CC(NC(=O)c1cccc(Cl)c1)C2 (stereo not given) | -1% | -1 | -2% | -1% | -1.1% | -15 | 0 | -7% | 0% | -15% | 29
Cc1ccc(C)c(S(=O)(=O)NCc2ccc(C(=O)N3CCN(C)CC3)cc2)c1 | x | -3 | -13% | 1% | 0.0% | 28 | 4 | 20% | 3% | -24% | 14
Cc1cc(C)c(C)c(OCC(=O)N2CCN(c3ccccn3)CC2)c1 | -3% | x | 0% | 5% | -0.7% | 26 | -7 | -3% | 1% | -9% | -12
COc1ccc(S(=O)(=O)Nc2ccc(O)c3ccccc23)cc1 | -10% | -3 | -7% | 2% | -2.0% | 16 | -6 | u | -5% | -21% | 7
C/C(=N\Nc1nc(C)cc(-c2ccccc2)n1)c1ccccc1 | -5% | 3 | 0% | 1% | -0.1% | 3 | 3 | u | 0% | -1% | 22
N#CC1(NC(=O)COC(=O)CSc2ccc(F)cc2)CCCCC1 | -29% | x | x | x | -0.4% | 4 | 20 | -10% | 0% | -8% | -11
O=C(Nc1cccnc1)c1ccc(COCC(F)(F)F)cc1 | -1% | 1 | -3% | 1% | 0.0% | 0 | 12 | -1% | 7% | 17% | -8
O=C(CSc1nnc(Cc2ccccc2)n1Cc1ccccc1)NCc1ccco1 | -2% | 2 | -5% | -1% | -0.8% | -6 | -1 | 23% | -6% | 2% | 5
Cc1nc(NNC(=O)c2ccccc2)cc(-c2ccccc2)n1 | -1% | 0 | 0% | 1% | 0.0% | 5 | 14 | u | 0% | 21% | 14
CCN(CC(=O)NCc1ccc(F)cc1)c1ccc(S(C)(=O)=O)cc1[N+](=O)[O-] | -6% | 1 | 0% | -1% | -0.3% | -1 | 1 | 3% | 3% | -4% | 5
CC(=O)NCC(=O)OCC(=O)c1ccccc1 | 6% | 2 | 3% | 0% | -0.2% | -10 | -1 | u | 9% | -2% | 2
O=C(CCCOc1ccccc1)N1CCN(c2ccccc2)CC1 | 5% | -1 | -7% | 4% | -2.3% | -16 | -21 | -20% | -1% | -3% | 3
